# Screening results (PubChem BioAssay)
# M5 PAM – potentiates acetylcholine response at human M5 receptor | P08912 | CHO-K1 hM5, Fluo-8 calcium, ACh EC20 PAM; 0% = ACh EC20, 100% = ACh EC100 | activation, % at 3 µM | 0.3% of 360,000 active;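 active = activation above the run cutoff, the mean activation of all test compounds plus 3 SD, cut at about 18% in these data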
# Target sequence (P08912 whole entry, looked up): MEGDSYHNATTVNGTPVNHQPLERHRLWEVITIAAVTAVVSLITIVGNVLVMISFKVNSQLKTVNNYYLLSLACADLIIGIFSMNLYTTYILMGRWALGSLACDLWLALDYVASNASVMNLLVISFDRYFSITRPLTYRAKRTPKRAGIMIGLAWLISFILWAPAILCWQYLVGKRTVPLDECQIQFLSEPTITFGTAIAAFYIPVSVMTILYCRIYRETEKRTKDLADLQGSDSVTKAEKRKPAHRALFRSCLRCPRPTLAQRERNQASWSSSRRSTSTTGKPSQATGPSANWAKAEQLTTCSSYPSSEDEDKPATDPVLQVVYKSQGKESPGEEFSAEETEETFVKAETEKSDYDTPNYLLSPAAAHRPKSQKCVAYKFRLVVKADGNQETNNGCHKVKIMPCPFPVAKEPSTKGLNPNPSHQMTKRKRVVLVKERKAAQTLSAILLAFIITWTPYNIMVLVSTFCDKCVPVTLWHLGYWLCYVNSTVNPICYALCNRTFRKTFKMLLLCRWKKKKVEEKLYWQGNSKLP
#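 System: CHO-K1 cell line with stable human muscarinic M5 receptor expression | Also added: EC20 acetylcholine as agonist stimulus | Compound: One concentration, 3 µM final (nominal) | Timing: Fluo-8 loading 80 min at 37 °C plus 30 min room temperature | Measured by: Fluo-8 calcium dye fluorescence, kinetic read | Read-out basis: % activation, ACh-normalized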
# M4 ag – agonists of human muscarinic M4 receptor (CHRM4). P08173. CHO-K1 hM4/Gqi5, Fluo-8 calcium fluorescence; vehicle 0%, full acetylcholine response 100%. activation, % at 3 µM. 0.14% of 360,000 active. AID 624127;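 active = activation above the run mean over all test wells plus 3 SD, cut at about 32% in these data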;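 also: peak over basal fluorescence ratio per well then scaled between controls; 0% = DMSO wells and 100% = acetylcholine at EC100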
# M5 antag – CHRM5 antagonism in calcium assay; P08912; inhibition, % at 3 µM; CHO-hM5 cells, Fluo-8 calcium fluorescence, ACh EC80; 0.59% of 360,000 active; AID 624040;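 active = inhibition above a per-plate cutoff, the mean of that plate's test compounds plus 3 SD, cut at about 27% in these data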;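 also: 0% = acetylcholine EC80 with DMSO and 100% = DMSO without agonist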
# CHRM4 antagonist – CHRM4 antagonism in calcium assay; P08173; CHO-hM4 cells, ACh EC80, Fluo-8 calcium fluorescence; inhibition, % at 3 µM; 0.73% of 360,000 active; AID 624125;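 active = inhibition above its plate's cutoff, the mean inhibition of sample wells plus 3 SD, cut at about 27% in these data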;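 also: 0% = acetylcholine EC80 with DMSO and 100% = DMSO without agonist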
# M4 PAM – CHRM4 positive allosteric modulation. P08173. CHO-K1 hM4/Gqi5, Fluo-8 calcium fluorescence, ACh EC20; 0% = ACh EC20, 100% = maximal ACh. 0.4% of 360,000 active. AID 624126. activation, % at 3 µM;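 active = activation above its plate's cutoff, the mean activation of sample wells plus 3 SD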; also: some results filed as inactive read as strong as hits
# M5 ag – CHRM5 agonism in calcium assay; P08912; CHO-K1 hM5 cells, Fluo-8 calcium fluorescence; 0% DMSO wells, 100% maximal acetylcholine response; activation, % at 3 µM; 0.19% of 360,000 active; AID 624037;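 active = activation above the run's mean over test compounds plus 3 SD, cut at about 23% in these data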;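 also: signal is peak over basal fluorescence ratio across the kinetic read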
# CRFBP-R2 agonist – agonists of human CRF-binding protein/CRF-R2 receptor complex; HEK293 CRF-R2/CRF-BP, calcium dye fluorescence (FLIPR); percent of saturating CRF peptide response; 0.46% of 350,000 active; activation, % at 13.2 µM;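 active = activation of at least 50%, plus an integration ratio under a set limit after plate pattern correction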;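 also: plate controls were neutral control wells without compound for no effect and CRF at EC100 for full effect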
# CRFR2-BP antag – antagonists of CRF-binding protein/CRF-R2 receptor complex; HEK293 CRF-R2/CRF-BP, CRF-induced calcium fluorescence; inhibition, % at 11.8 µM; 0.59% of 350,000 active; AID 588475;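 active = inhibition of the ligand-induced calcium signal above about 50% at the single tested concentration, limit read from the data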
# CHRM1 PAM – potentiates human M1 receptor response to acetylcholine | AID 588819 | P11229 | 0.088% of 360,000 active | activation, % at 3 µM | CHO-K1 hM1, Fluo-8 calcium fluorescence, ACh EC20; 0% = ACh EC20, 100% = maximal ACh; in the data active = activation above about 19%, passing the limit was not always enough
# Target sequence (P11229 whole entry, looked up): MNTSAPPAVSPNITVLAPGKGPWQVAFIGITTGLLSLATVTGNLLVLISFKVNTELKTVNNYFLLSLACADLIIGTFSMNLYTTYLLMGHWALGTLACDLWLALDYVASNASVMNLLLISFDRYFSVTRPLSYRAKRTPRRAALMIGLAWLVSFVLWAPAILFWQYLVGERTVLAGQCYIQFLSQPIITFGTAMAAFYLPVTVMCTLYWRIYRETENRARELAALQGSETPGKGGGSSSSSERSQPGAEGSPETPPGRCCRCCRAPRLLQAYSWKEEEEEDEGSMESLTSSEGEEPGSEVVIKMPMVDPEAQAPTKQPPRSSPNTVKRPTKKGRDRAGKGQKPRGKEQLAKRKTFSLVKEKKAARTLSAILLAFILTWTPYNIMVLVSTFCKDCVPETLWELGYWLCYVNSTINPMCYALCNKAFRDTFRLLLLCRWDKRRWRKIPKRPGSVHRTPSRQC
# * = called active by the depositor; . = no result given; & = joins results of further samples.
SMILES,M5 PAM,M4 ag,M5 antag,CHRM4 antagonist,M4 PAM,M5 ag,CRFBP-R2 agonist,CRFR2-BP antag,CHRM1 PAM
CCOc1ccc(N(C(C)C(=O)N2CCCCCC2)S(C)(=O)=O)cc1 (configuration not stated),-1,3,6,7,1,1,1.3,8,8
O=C(Cc1c(F)cccc1Cl)N1CCCC1,-2,0,-1,-4,5,0,-0.3,-9,7
CNC(=O)c1sc(-c2ccc(Cl)cc2)nc1C,9,0,-4,-10,26,1,1.4,10,10
Cc1ccc(NC(=O)N2Cc3ccccc3CC2C(=O)NC(C)(C)C)cc1 (configuration not stated),-3,0,9,8,-3,0,-1.2,-19,-4
O=C(CN1CCN(Cc2ccc(F)cc2)CC1)Nc1ccccc1F,3,1,0,4,6,-6,-1.8,8,-8
O=C(Nc1cccc(Cl)c1N1CCCCC1)c1ccc2c(c1)OCCO2,-3,0,4,18,7,-2,2.0,-33,1
Fc1ccccc1/C=N/n1c(C2CCCCC2)n[nH]c1=S,-9,17,12,5,-7,1,-2.5,16,-16
CNc1nc(-c2ccccc2)nnc1C(F)(F)F,-12,0,3,-4,4,1,-0.9,-3,6
O=C(NCCc1ccccc1)c1cc(-c2ccc3c(c2)OCO3)on1,-2,-1,12,11,-14,-1,4.7,10,-8
Cc1ccc(CN2C(=O)CCC2C(=O)NCc2ccco2)cc1 (configuration not stated),2,0,-1,14,-4,-2,-0.8,-2,5
N#Cc1cccc(NC(=O)CC2CCCCC2)c1,-6,3,0,7,-5,0,0.7,-6,-4
COC(=O)c1ccc2c(c1)C(=O)/C(=C/c1ccc(O)cc1)O2,1,2,4,-1,10,4,77*,-81,5
O=C(Nc1ccc(F)cc1)C1CC(=O)n2cnnc2N1 (configuration not stated),1,0,7,6,-2,-2,4.6,-9,5
CC(C)[C@H](N)c1cn([C@@H](CO)C(=O)N2CCNCC2)nn1,1,1,-3,-4,6,4,0.5,-9,6
Cc1cc(C)nc(SCCS(=O)Cc2ccc(Cl)cc2)n1 (configuration not stated),4,0,3,13,3,0,0.5,-7,4
O=C(Cc1cc(=O)[nH][nH]1)N/N=C/c1c(Cl)cccc1Cl,0&-1,1&0,-1&4,3&12,-4&-7,0&1,0.2&4.4,5&-10,5&1
COCCCNCCOCCOc1ccc(C)cc1Br,-4,2,-2,-19,14,-7,1.7,-4,5
CN1CC2=Cc3ccccc3OC23Oc2ccccc2C=C3C1,-7,3,0,4,-3,-7,0.9,-7,3
COc1cc(CN2CCN(C(=O)CC(C)C)CC2)cc(OC)c1OC,3,0,-5,-4,4,-3,1.3,-10,5
CCC(C)NC(=O)CC1Oc2ccc(Cl)cc2NC1=O (configuration not stated),-5,1,3,-19,9,-1,-0.7,7,7
O=C(Cc1ccccc1)Nc1ccc(NC(=O)c2ccco2)cc1Cl,3,3,12,-14,0,-1,-0.5,2,5
Nc1ccc(C(=O)N/N=C2\CCCc3c2[nH]c2ccccc32)cc1,-3,1,-1,4,1,-2,-1.4,-52,7
CCOC(=O)C1C(=O)CC(C)(O)C(C(=O)OCC)C1c1ccco1 (configuration not stated),-1,1,-2,-6,7,-3,-1.3,-3,3
CC(C(=O)NCC1CCCO1)N(C(=O)c1snc(C(N)=O)c1N)c1ccccc1 (configuration not stated),1,1,-4,3,-5,-1,-2.2,6,8
COc1ccc(N2CCCn3c2nc2c3c(=O)n(CCN3CCOCC3)c(=O)n2C)cc1,4,0,-2,-2,10,-2,-2.4,8,10
CN(C)c1ccc(-c2ccnc3c2CC(C)(C(=O)Nc2ccc4c(c2)OCO4)O3)cc1 (configuration not stated),-4,0,-3,-21,14,-1,.,.,7
COc1ccc(CCNC(=O)C2CCN(S(=O)(=O)c3cnc[nH]3)CC2)cc1OC,5,0,-6,-5,2,-1,-3.2,12,1
OC(c1cccc(OCc2ccccc2)c1)c1nnc(-c2ccccc2)o1 (configuration not stated),-26,14,28*,18,-13,1,0.6,-8,-8
O=C(NNC(=O)C1CCN(S(=O)(=O)c2ccc(Cl)cc2)CC1)c1ccncc1,16,2,-2,-1,10,6,-1.0,-4,10
CCc1cc(C(=O)NCC(c2ccc(OC)cc2)N2CCOCC2)sc1C (configuration not stated),-2,1,9,3,-1,3,0.1,2,16
Cc1ccc(-n2c(=O)[nH]c3cc(C(=O)NC4CCN(Cc5ccccc5)CC4)ccc3c2=O)cc1,5,2,-4,6,3,1,-0.6,1,3
O=C(CC1SC(=Nc2ccccc2)N(Cc2ccccn2)C1=O)Nc1cccc(Cl)c1 (configuration not stated),-6,4,1,0,-4,1,9.9,-47,10
CC(=O)c1cccc(NC(=O)c2ccoc2C)c1,-2,2,-12,-5,4,1,2.1,23,1
C=CC(=O)Nc1cccc(Nc2nc(N[C@H]3CC[C@H](N(C)C)CC3)nc3c2ncn3C(C)C)c1,-5,-1,12,15,1,2,-0.7,-6,5
CN(C(=O)c1ccc(NC(=O)Cc2ccc(NC(=O)C3CCN(C(=O)C4CC4)CC3)cc2)cc1)C1CCCC1,-5,0,-1,-21,20*,-1,0.2,-1,27*
CCOC(=O)c1c(NC(=O)c2ccc(Br)o2)sc2c1CCCC2,-1,0,-6,0,-7,-1,-0.8,-15,6
Cc1cccc(NC(=O)CC2C(=O)NC3CCCCC3N2C(=O)c2ccccc2Cl)c1 (configuration not stated),-13,11,4,-4,-1,0,-1.3,-5,-3
CCCn1cnc2cc(NCc3cccc(OC)c3)ccc21,-1,1,-1,1,-5,-3,-2.4,-3,-8
COc1cc(C(F)(F)F)c(C(=O)N(C)Cc2cc(Cl)cc(Cl)c2)cn1,8,0,-2,-10,-18,0,-1.5,-5,3
Cc1ccc(S(=O)(=O)N2CCN(C(=O)CCC(=O)N3CCc4ccccc43)CC2)cc1,1,0,-4,-2,0,0,0.3,2,3
Cc1cccc(N(C)S(=O)(=O)c2ccc3[nH]c(=O)c(=O)[nH]c3c2)c1,10,0,-3,6,7,1,1.7,-5,13
Cc1sc2nc(CN3CCCC3)nc(Cl)c2c1C,0,1,10,-1,-3,-2,-0.1,8,0
C/C(=C\c1ccco1)CN1CCN(Cc2ccc(C)o2)C(CCO)C1 (configuration not stated),4,0,5,-6,1,-5,0.1,20,1
C[C@]12C(=O)N(c3ccc(F)cc3)C(=O)N1[C@@H]1c3ccccc3OC[C@@H]1[C@H]2c1ccccc1,1,5,13,3,-3,-2,0.1,-14,-3
c1ccc(CCSc2ncnc3nc[nH]c23)cc1,-1,9,9,0,2,7,-0.1,-5,-2

# Limited to CRFR2-BP antag, for some of the entries so far:
molecule,CRFR2-BP antag
Cc1sc2nc(CN3CCCC3)nc(Cl)c2c1C,8
CCOC(=O)c1c(NC(=O)c2ccc(Br)o2)sc2c1CCCC2,-15

# More entries follow:
SMILES,M5 PAM,M4 ag,M5 antag,CHRM4 antagonist,M4 PAM,M5 ag,CRFBP-R2 agonist,CRFR2-BP antag,CHRM1 PAM
CC(C)CNC(=O)CO/N=C/c1ccccc1Cl,-18,19,19,4,-19,1,-4.8,18,-9
COc1ccc(-c2nc(-n3c(C)c(C(C)=O)c(C(C)=O)c3C)sc2C)cc1OC,4,5,-7,0,5,2,-1.4,14,9
CCn1cc(C(=O)OCC(=O)c2cc(C)n(-c3ccccc3F)c2C)c(=O)c2ccc(C)nc21,-1,0,-1,1,6,-4,-1.9,39,4
Cc1cc(=O)oc2cc(O)cc(O)c12,3,0,-3,-1,-4,0,-1.7,11,7
COc1ccc(-n2nc(C(=O)Nc3ccc4c(c3)OCO4)c3ccccc3c2=O)cc1,0,1,14,2,12,-5,2.3,-23,-7
O=C1C=C(c2cc3ccccc3s2)C[C@@H](c2ccc3c(c2)OCO3)C1,-11,1,19,8,0,1,0.4,-8,7
CC(C)(C)OC(=O)N1CCN(C(=O)c2[nH]cnc2C(=O)Nc2cccc(Cl)c2)CC1,2,2,5,-2,6,0,-0.5,-7,8
Cc1ccc2nc(SCc3nc4c(cnn4-c4ccccc4)c(=O)[nH]3)[nH]c2c1,-7,6,10,0,-1,3,2.6,-26,-6
COc1ccc(C(=O)C(=NNc2ccccc2)c2ccc(OC)cc2)cc1,-10,-2,8,-3,-3,0,-1.5,0,1
O=C(OCC(=O)N1CCOCC1)c1ccc(Cl)nc1,-5,1,-2,-4,5,-1,-1.0,-3,2
CCCCNC(=O)C1(C)CCCCN1C(=O)c1ccno1 (configuration not stated),-2,1,4,-4,-3,2,.,.,6
COc1ccccc1NC(=O)c1ccc(NC(=O)CSc2n[nH]c(N)n2)cc1,-2,1,-3,5,-1,-2,-1.8,8,10
CCCCCC(=O)Nc1cc(S(=O)(=O)N2CCOCC2)ccc1N1CCCC1,30*,0,25,7,-4,2,1.5,-27,18
CC(C)CC(=O)Nc1ccc(-c2cn3cccnc3n2)cc1,-2,1,7,20,-5,-2,0.4,7,2
COc1ccc(-c2cccc(C3CC=CC4C3C(=O)N(Cc3ccccc3)C4c3ccc(OC)c(Cl)c3)c2)cc1 (configuration not stated),5,0,10,-5,8,0,2.8,-2,14
COc1ccc(-c2csc(NC(=O)CSc3ccc(Br)cc3)n2)c(OC)c1,0,0,-5,-5,-4,-2,-2.0,5,7
Cc1ccc(C)c(NC(=O)CN(C)C(=O)c2ccccn2)c1,0,0,2,0,1,1,-1.3,4,-2
Cc1c(/C(O)=C2\C(=O)C(=O)N(CCCN(C)C)C2c2ccccc2)cnn1-c1ccccc1 (configuration not stated),7,2,-4,-2,9,0,0.6,18,5
CC(C)(C)Nc1nc(Cl)nc(NC(C)(C)C)n1,6,-2,-5,9,-1,8,-0.8,-49,2
O=C(COc1ccc(Cl)cc1)NCc1cn2cc(Cl)ccc2n1,4,2,4,-6,12,-7,-6.0,-7,15
O=C(Nc1ccccc1)C1=C[C@@H](C2CC2)C[C@@H](OCCCCO)O1,1,-1,8,0,1,0,-1.9,5,9
COc1cc(/C=N/NC(N)=O)cc([N+](=O)[O-])c1O,-3,0,10,-8,4,-3,-0.4,1,10
COc1ccc(/C=C2/C(=O)N(c3ccccc3)N=C2C)cc1Br,-6,6,1,-15,-9,0,9.6,38,0
CC(C)OC(=O)C(C#N)c1nc2ccccc2nc1N1CCCC1 (configuration not stated),-18,1,4,-5,8,1,-0.4,3,-1
Cc1ccc(NC(=O)COC(=O)CCc2ccc(S(=O)(=O)N3CCOCC3)cc2)cc1F,-20,19,19,13,-16,5,-1.1,-9,-15
CSC1=NSC2=NC(=O)/C(=C/c3coc4ccccc4c3=O)C(=N)N12,-19,33*,41*,18,-12,45*,313*,-320,-24

# Whole records as entered above. Order of values: M5 PAM | M4 ag | M5 antag | CHRM4 antagonist | M4 PAM | M5 ag | CRFBP-R2 agonist | CRFR2-BP antag | CHRM1 PAM
# Cc1ccc(C)c(NC(=O)CN(C)C(=O)c2ccccn2)c1 reads 0 | 0 | 2 | 0 | 1 | 1 | -1.3 | 4 | -2
# COc1ccc(/C=C2/C(=O)N(c3ccccc3)N=C2C)cc1Br reads -6 | 6 | 1 | -15 | -9 | 0 | 9.6 | 38 | 0
# Cc1c(/C(O)=C2\C(=O)C(=O)N(CCCN(C)C)C2c2ccccc2)cnn1-c1ccccc1 (configuration not stated) reads 7 | 2 | -4 | -2 | 9 | 0 | 0.6 | 18 | 5
# CC(C)(C)Nc1nc(Cl)nc(NC(C)(C)C)n1 reads 6 | -2 | -5 | 9 | -1 | 8 | -0.8 | -49 | 2
